# From PubChem
# IL-1B inflam inh: inhibitors of inflammasome signaling (IL-1 beta secretion); THP-1 LPS/ATP IL-1B secretion, AlphaLISA, 16 h; active compounds read low; activity change, % at 57.5 µM; 4.7% of 360,000 active; in the data active means activity change below about -50%; inconclusive means mostly about -30% to -49%; further: on the % scale 0 is the no-effect control and ±100 the full control effect
#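 THP-1 cells pretreated 1 hr with compounds (up to 57.5 uM final), then stimulated with LPS (250 ng/mL final) plus ATP (1.25 mM final); secreted IL-1B measured by AlphaLISA after 16 hr, decreased signal indicating inhibition.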
# KB-3-1 cytotox: KB-3-1 parental cell cytotoxicity. KB-3-1 viability, CellTiter-Glo ATP luminescence, 72 h. Potency, µM (titrated, usually from 46.1 µM), for inactives: at the highest dose activity change, negative = cytotoxic, actives largely listed as cytotoxic. 1.4% of 400,000 active; further: potency means the concentration at half of the fitted maximal effect; on the % scale 0 is the no-effect control and ±100 the full control effect; nearly all actives have a fitted effect of over 60% in size
#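 Here the drug-naive KB-3-1 line serves as comparator for MDR sub-line selectivity; cells received compound titrations, 72 h at 37 °C, then CellTiter-Glo readout.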
# MCF10A rerep: inducers of DNA re-replication in MCF 10A breast cells; MCF 10A DNA re-replication, Hoechst nuclear intensity, 48 h; Potency, µM (highest dose often 46.1 µM), inactives show top-dose activity, positive = re-replication, most hits filed as activators; 2.9% of 350,000 active; further: potency means the concentration at half of the fitted maximal effect; % of control where 0% means no effect; nearly all actives have a fitted effect of over 50% in size
# HT1080-NT tox: kills 2HG-producing HT-1080-NT fibrosarcoma cells. HT-1080-NT fibrosarcoma viability, CellTiter-Glo ATP luminescence, 48 h. Potency, µM (titrated, usually from 46.1 µM), without a hit: top-dose activity, negative = less viability, most hits filed as cytotoxic. 1.6% of 360,000 active. AID 686970;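 further: NT is the 2HG producing partner of a matched IDH1 knockdown line; potency means the concentration at half of the fitted maximal effect; 0% = DMSO-treated cells and -100% = media-only wells without cells; nearly all actives have a fitted effect of over 55% in size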
#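 Viability by CellTiter-Glo luminescence after 48 h compound exposure at 37C of HT-1080-NT cells (750/well, RPMI, 5% FBS). % activity scaled between DMSO wells and medium-only wells, then curve-fitted and categorized by curve class.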
# WRN helicase inh: WRN helicase (human) inhibition; Q14191; WRN helicase unwinding, fluorescent forked duplex, kinetic; Potency, µM (titrated, usually from 114 µM), inactives show top-dose activity change, negative = inhibition, actives largely listed as inhibitors; 0.46% of 360,000 active; AID 651768; further: potency means the concentration at half of the fitted maximal effect; on the % scale 0 is the no-effect control and ±100 the full control effect; nearly all actives have a fitted effect of over 55% in size
#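 Kinetic fluorescence helicase assay: unwinding of a quenched forked DNA duplex (100 nM final) with 2 mM ATP final raises red fluorescence (525/598 nm). Compounds sat 15 min at room temperature with 20 nM WRN beforehand.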
# KB-V1 MDR tox: KB-V1 MDR subline cytotoxicity. 3.4% of 400,000 active. KB-V1 MDR cells viability, CellTiter-Glo, 72 h. AID 1347076. Potency, µM (doses to about 46.1 µM), inactives show at the highest dose activity change, negative = cytotoxicity, hits mostly cytotoxic; further: potency means the concentration at half of the fitted maximal effect; on the % scale 0 is the no-effect control and ±100 the full control effect; nearly all actives have a fitted effect of over 60% in size
#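 Cells of the MDR subline KB-V1 are plated, dosed with compound at multiple concentrations, and incubated 72 h at 37 degrees C; CellTiter-Glo is then added and luminescence read after 10 min.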
# ATXN2 expr inh: reduces ATXN2 reporter expression in HEK-293 cells | HEK-293 ATXN2-luciferase reporter, luminescence, 24 h | Potency, µM (highest dose often 57 µM), for inactives: at the highest dose activity change, negative = inhibition, actives largely listed as inhibitors | 0.72% of 360,000 active | AID 1745845; further: potency means the concentration at half of the fitted maximal effect; on the % scale 0 is the no-effect control and ±100 the full control effect; nearly all actives have a fitted effect of over 55% in size
#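 qHTS (up to 57 uM final) was run with 24 h compound exposure of reporter cells at 37 °C. Each well was multiplexed: SteadyGlo luminescence measured ATXN2-luciferase expression after a fluorogenic Gly-Phe-AFC viability readout (25 uM final).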
# HT1080 IDH1KD tx: HT-1080 IDH1 knockdown cell toxicity (counter line); AID 686971; 2% of 360,000 active; HT-1080 IDH1 knockdown viability, ATP luminescence, 48 h; Potency, µM (highest dose often 46.1 µM), for the others: top-dose activity, negative = toxicity, usual class: cytotoxic;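 further: potency means the concentration at half of the fitted maximal effect; 0% = DMSO wells and -100% = cell-free medium wells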
#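 % activity derives from luminescence (CellTiter-Glo), normalised to DMSO and no-cell wells. HT-1080-IDH1KD cells, 750/well, had 48 h compound exposure at 37 °C.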
# SW480 rerep: DNA re-replication induction in SW480 cells; SW480 DNA re-replication, Hoechst DNA content imaging, 48 h; Potency, µM (top dose mostly 46.1 µM), for the others: at the top dose re-replication activation, hits mostly activators; 1.8% of 340,000 active; further: potency means the concentration at half of the fitted maximal effect; % of control where 0% means no effect; nearly all actives have a fitted effect of over 55% in size
#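 Hoechst fluorescence of nuclei (405 nm excitation, 500-530 nm emission) measured by plate-scanning imager after 48 hr compound exposure at 37 C; re-replication scored as increased number of nuclei with elevated intensity.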
# An asterisk follows results filed as active; i = inactive; ? = inconclusive; / = not tested or not shown; & = joins results of further samples; [ ] = another dose, or the depositor's remark. Unless noted, the call rests on the fitted dose curve; in most records, active means well fitted curve in the direction sought with a large enough effect; inconclusive means small, poorly fitted or top-dose-only effect, or another doubt; inactive means no such curve, though single readings can be large; an effect the other way counts as inactive or inconclusive.
SMILES,IL-1B inflam inh,KB-3-1 cytotox,MCF10A rerep,HT1080-NT tox,WRN helicase inh,KB-V1 MDR tox,ATXN2 expr inh,HT1080 IDH1KD tx,SW480 rerep
C=CCn1c(SCC(C)=O)nc2sc3c(c2c1=O)CCC3,-7,-27%,29%,-9%,3%,-11%,/,-4%,-5%
COCCNC(=O)C1(C)CCN(C(=O)C2(c3ccc(Cl)cc3)CCCC2)C1 (stereo not drawn),28,0%,/,16%,-4%,4%,1%,15%,/
Cc1cc(C)c2[nH]c(=S)cc(C)c2c1,-9,11%,-3%,5%,4%,-11%,-5%,13%,-4%
O=C(CCN1C(=O)c2ccccc2C1=O)N1CCN(Cc2ccc(Cl)cc2Cl)CC1,3,1%,16%,1%,-1%,15µM*,8%,2%,5%
COc1cc(NC(=O)c2cccc(NC3=NC4CS(=O)(=O)CC4S3)c2)cc(OC)c1OC (stereo not drawn),6,1%,8%,8%,-1%,5%,2%,0%,-1%
CCOC(=O)C1(Cc2ccc(OC)cc2)CCN(C(=O)Cn2cnnn2)CC1,41,-9%,0%,7%,0%,-3%,/,5%,-4%
O=S(=O)(c1ccccc1)N1CCN(C(=S)Nc2ccc(F)cc2)CC1,-10,-4%,?,1%,-9%,4%,4%,0%,5%
CC(C)(C)n1nnnc1C(c1cc2ccccc2o1)N1CCCC1 (stereo not drawn),23,8%,/,5%,3%,?,8%,11%,/
OC(c1ccccc1)(c1ccccc1)C1CCN(CCCOc2ccc3c(c2)CCCC3)CC1,-115*,?,/,15µM*,-9%,21µM*,18µM*,13µM*,/
O=C(N/N=C/c1cc(Br)cs1)c1c[nH]c2ccccc12,0,2%,7%,1%,-13%,-22%,/,0%,-24%
CC1CCCN(C(=O)CN(C)S(=O)(=O)c2ccc3c(c2)c(=O)n(C)c(=O)n3C)C1 (stereo not drawn),16,-19%,1%,2%,-9%,-20%,-2%,-3%,3%
COc1ccc(NC(=O)Cn2nnc(-c3ccccc3NC(=O)c3ccco3)n2)cc1,-2,4.1µM*,10µM*,?,-13%,?,?,?,?
Cc1ccccc1OCC(=O)OCC(=O)c1ccc[nH]1,-13,-5%,-6%,-5%,-2%,-22%,/,-4%,-5%
COc1ccc(C(=O)CSc2nnc(CN3CCCCC3)n2-c2ccc(F)cc2)cc1,0,7%,?,11%,-1%,?,-4%,-2%,-14%
CCn1c(SCC(=O)NC2CCCC2)nnc1-c1ccccn1,0,2%,8%,8%,-1%,-3%,-1%,14%,?
CCCc1cc(C(=O)NCc2ccccc2)no1,-1,9%,3%,8%,-1%,-5%,50%[activator],2%,-1%
COc1ccc(C(=O)Nc2nnc(-c3cccs3)s2)cc1,33,5.2µM*,?,-26%,6%,?,-21%,?,?
N#Cc1c(N)nc2c3c(sc(=N)c2c1N)NC(=O)CC3c1c(F)cccc1Cl (stereo not drawn),10,21%,26%,-1%,-26%,-14%,-17%,-13%,-1%
O=C(NCC1CCCN(Cc2cccc(OCCO)c2)C1)c1ccc(F)cc1 (stereo not drawn),-4,1%,-6%,14%,-3%,0%,/,0%,-7%
COc1ccc(-n2c(=O)n(Cc3ccccc3)c(=O)c3[nH]cnc32)cc1,-20,4%,4%,-2%,-5%,19%,-9%,0%,4%
Cc1cc(=O)[nH]c2ccccc12,26,-6%&-71%,-3%,7%,0%,?,13%,9%,-4%
COc1ccc(NC(=O)c2ccc3c(c2)C(=O)N(CC2CCCO2)C3=O)c(OC)c1 (stereo not drawn),23,0%,10%,11%,-2%,-9%,0%,21%,2%
CN1CCN(NC(=O)NC2CCCCC2)CC1,-10,-4%,2%,10%,9%,5%,-6%,18%,-9%
CCN1C(=O)C(CC(=O)Nc2c(C)cccc2C)SC1=Nc1ccc(S(N)(=O)=O)cc1 (stereo not drawn),42,5%,0%,1%,-7%,?,4%,-2%,1%
COc1cc2cnc(-c3ccsc3)cc2cc1OC,-3,-2%,13%,1%,1%,?,12%,2%,-39%[inhibitor]
COc1ccc(S(=O)(=O)N(C)CC(=O)NCc2ccccc2)cc1OC,-7,12%,9%,0%,6%,-15%,11%,-3%,1%
Cc1ccc(-c2csc(=S)[nH]2)cc1,-14,2%,12%,3%,-2%,0%,-15%,-2%,20%
COc1ccc(S(=O)(=O)Nc2cc3c4c(c2)CC(=O)N4CCC3)cc1,46,-8%,4%,2%,10%,3%,-5%,0%,-31%[inhibitor]
O=c1c(F)cn(C2CCCO2)c(=O)n1Cc1ccc(Cl)cc1 (stereo not drawn),-17,4%,-4%,0%,4%,-11%,-4%,-7%,-14%
COc1ccc(NC(=S)NCCN2CCC(C)CC2)cc1Cl,-3,-11%,?,-17%,-8%,?,-10%,-10%,-1%

# The list goes on, starting with the last 2 of the part before.
SMILES,IL-1B inflam inh,KB-3-1 cytotox,MCF10A rerep,HT1080-NT tox,WRN helicase inh,KB-V1 MDR tox,ATXN2 expr inh,HT1080 IDH1KD tx,SW480 rerep
O=c1c(F)cn(C2CCCO2)c(=O)n1Cc1ccc(Cl)cc1 (stereo not drawn),-17,4%,-4%,0%,4%,-11%,-4%,-7%,-14%
COc1ccc(NC(=S)NCCN2CCC(C)CC2)cc1Cl,-3,-11%,?,-17%,-8%,?,-10%,-10%,-1%
CC1CCCCC1NC(=O)COC(=O)/C=C/c1ccc2c(c1)OCO2 (stereo not drawn),17,10%,-5%,12%,-5%,0%,-22%,14%,-1%
CCc1cc(C(=O)N2CCCC(C(=O)c3ccc(OC)c(F)c3)C2)n(C)n1 (stereo not drawn),35,-15%,9%,16%,-1%,-10%,-14%,-7%,-17%
Cc1n[nH]c(=O)c2c1nnn2Cc1ccccc1Cl,24,5%,-19%,13%,11%,23%,13%,9%,-4%
CC(=O)c1c(C)[nH]c(C(=O)COC(=O)c2ccc(Cl)nc2)c1C,7,6%,0%,2%,1%,8%,/,25%,-5%
O=C(NCCc1ccccc1)c1ccc2nc(-c3ccco3)c(-c3ccco3)nc2c1,?,?,21µM*,4%,?,?,-19%,-1%,?
CC(C)(C)c1ccc(C(=O)NCc2cccnc2)cc1,16,1%,14%,5%,-2%,-5%,29%,-24%,-3%
COC(=O)/C(=C\c1ccc([N+](=O)[O-])o1)NC(=O)c1ccccc1,6,-27%,27%,?,-9%,-19%,?,-14%,?
COc1ccc(CNc2cc(C)ccn2)cc1,-21,-30%,12%,2%,5%,?,18%,12%,19%
COc1ccc(S(=O)(=O)N2CCOCC2)cc1NC(=O)CCCOc1ccc(C(C)=O)cc1,10,19%,/,-6%,-2%,-18%,/,-8%,/
Cn1c(SCC(=O)Nc2nc3c(s2)CCCC3)nnc1-c1ccccc1,-4,1%,-5%,2%[9.24 µM],0%,?,6%,-9%,-3%
CC(C)(C)c1nnc(N/N=C/c2ccc(Br)cc2)n(N)c1=O,7,-1%,2%,2%,-15%,-28%,7%,1%,/
COc1ccc(CCNC(=O)Cn2cnc3sc(C)c(-c4ccc(F)cc4)c3c2=O)cc1OC,2,1%,-34%[inhibitor],-29%,-13%,?,-13%,0%,-55%[inhibitor]
C/C(=N\NC(=O)c1c(Cl)c(C)nn1C)c1ccc(NC(=O)COc2ccc(Cl)cc2C)cc1,10,1%,21µM*,1%,12%,-13%,?,4%,-1%
COc1ccc(N2CCN(CC(O)COc3ccc(C)cc3C)CC2)cc1 (stereo not drawn),-4,-4%&0%,?,-6%,1%[57.1 µM],3%&-24%,2%&-21%,2%,-3%
COc1ccccc1N1CCN(/N=C/C=C/c2ccccc2[N+](=O)[O-])CC1,-17,-10%,6%,-5%,3%,-6%,-2%,1%,8%
COc1ccc(NC(=O)C2CCCN2S(=O)(=O)c2cccc3nsnc23)c(OC)c1 (stereo not drawn),30,0%,-1%,-2%,-9%,?,4%,-1%,?
CC(C)N(C)Cc1nnnn1CC(=O)NCc1cc(F)cc(C(F)(F)F)c1,9,15%,-2%,2%,3%,0%,28%,0%,-26%
COc1ccc(N2CCN(C(=O)c3ccc(-c4ccccc4)cc3)CC2)cc1,11,0%,10%,7%,-10%,8%,2%,8%,-19%
Cc1cc(C)c(NC(=O)CSc2ccc3nnc(CCNC(=O)c4ccccc4)n3n2)c(C)c1,17,5%,7%,-1%,7%,-1%,1%,0%,-177%[inhibitor]
O=C(C1CC(=O)N(c2ccc(F)cc2)C1)N1CCOCC1 (stereo not drawn),-9,6%,-6%,29%,-3%,14%,0%,12%,-12%
COCCN(CCOC)C(=O)c1ccc(NS(=O)(=O)c2ccc3[nH]c(=O)[nH]c3c2)cc1,i,1%,-7%,-2%,-5%,1%,-3%,14%,-27%
CCCCn1c(N)c(N(CCOC)C(=O)C2CCN(C(=O)c3ccccc3C)CC2)c(=O)[nH]c1=O,-3,3%,1%,2%,-1%,1%,4%,0%,?
CCCCn1c(N)c(N(CC(C)C)C(=O)C2CCN(S(=O)(=O)c3ccc(Cl)cc3)CC2)c(=O)[nH]c1=O,4,10%,3%,2%,0%,0%,3%,-1%,0%
COc1ccc(OC)c(-c2cc(C(=O)NCc3ccco3)no2)c1,9,-3%,-3%,-26%,-10%,5%,5%,-28%,-7%
CCOc1ccc(NC(=O)C2CCCN(S(C)(=O)=O)C2)cc1 (stereo not drawn),5,13%,0%,15%,5%,?,3%,30%,5%

# Profiles from above. Order of screens: IL-1B inflam inh	KB-3-1 cytotox	MCF10A rerep	HT1080-NT tox	WRN helicase inh	KB-V1 MDR tox	ATXN2 expr inh	HT1080 IDH1KD tx	SW480 rerep
# `O=C(C1CC(=O)N(c2ccc(F)cc2)C1)N1CCOCC1` (stereo not drawn) is entered as -9	6%	-6%	29%	-3%	14%	0%	12%	-12%
# `COc1ccc(N2CCN(C(=O)c3ccc(-c4ccccc4)cc3)CC2)cc1` is entered as 11	0%	10%	7%	-10%	8%	2%	8%	-19%
